TDP1 block – inhibitors of human tyrosyl-DNA phosphodiesterase TDP1 | 0.28% of 350,000 active | recombinant TDP1, AlphaScreen DNA substrate cleavage | Potency, µM (doses to about 130 µM), inactives show at the top dose activity change, negative = inhibition, actives largely listed as inhibitors | Q9NUW8; also: nearly all actives have a fitted effect of over 40% in size
Target sequence (Q9NUW8 whole entry, looked up): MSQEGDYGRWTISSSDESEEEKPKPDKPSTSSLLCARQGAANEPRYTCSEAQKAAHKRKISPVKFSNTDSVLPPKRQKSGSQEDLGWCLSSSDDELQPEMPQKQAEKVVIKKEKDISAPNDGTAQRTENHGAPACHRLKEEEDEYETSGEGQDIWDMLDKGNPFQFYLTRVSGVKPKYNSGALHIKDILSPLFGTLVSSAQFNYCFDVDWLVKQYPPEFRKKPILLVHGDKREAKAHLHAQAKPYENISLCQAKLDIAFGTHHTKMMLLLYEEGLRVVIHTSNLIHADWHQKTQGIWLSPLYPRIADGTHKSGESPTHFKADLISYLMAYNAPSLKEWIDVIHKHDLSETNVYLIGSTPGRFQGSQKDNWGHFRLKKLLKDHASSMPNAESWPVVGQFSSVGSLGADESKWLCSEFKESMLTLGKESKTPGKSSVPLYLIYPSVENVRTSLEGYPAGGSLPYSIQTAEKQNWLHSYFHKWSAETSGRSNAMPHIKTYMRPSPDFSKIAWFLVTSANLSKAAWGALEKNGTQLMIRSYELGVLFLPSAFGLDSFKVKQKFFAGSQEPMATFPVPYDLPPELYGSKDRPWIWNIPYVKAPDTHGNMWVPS
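Compounds were preincubated with Tdp1 (1 nM final) for 15 min at room temperature before substrate (15 nM final) started a 5 min reaction; beads (10 ug/ml final) were then added for 10 min before AlphaScreen detection.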
N370S GC – inhibits or activates N370S mutant glucocerebrosidase; N370S GC spleen homogenate, 4MU-glucoside fluorescence; AID 2101; 0.092% of 330,000 active; Potency, µM (doses to about 59.4 µM), without a hit: at the highest dose activity change, negative = inhibition, usual class: inhibitors; P04062;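 also: 0% = full enzyme activity and -100% = no enzyme basal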
FEN1 inh – blocks human flap endonuclease 1; 0.35% of 390,000 active; P39748; Potency, µM (doses to about 114 µM), without a hit: at the highest dose activity change, negative = inhibition, usual class: inhibitors; Recombinant FEN1 flap cleavage, fluorescence, 15 min; also: nearly all actives have a fitted effect of over 65% in size
Target sequence (P39748 whole entry, looked up): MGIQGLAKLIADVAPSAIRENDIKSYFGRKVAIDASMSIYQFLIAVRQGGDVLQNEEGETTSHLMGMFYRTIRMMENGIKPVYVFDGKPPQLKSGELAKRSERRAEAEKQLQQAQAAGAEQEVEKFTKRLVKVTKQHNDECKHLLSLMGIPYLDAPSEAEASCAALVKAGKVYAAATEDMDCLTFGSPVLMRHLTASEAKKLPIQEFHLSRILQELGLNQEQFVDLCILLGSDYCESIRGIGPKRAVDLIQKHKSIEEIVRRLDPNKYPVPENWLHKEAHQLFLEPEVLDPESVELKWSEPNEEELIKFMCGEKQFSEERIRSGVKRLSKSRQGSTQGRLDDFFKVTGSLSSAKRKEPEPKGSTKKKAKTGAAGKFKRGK
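Steps: FEN1 (10 nM) dispensed; compound added by pin tool; 15 min at room temperature; substrate added to 50 nM final; reads at 0 min and 15 min; data normalized and fitted (four-parameter Hill).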
* = called active by the depositor; u = inconclusive; x = not tested or not shown; & = joins results of further samples; [ ] = dose if it differs, or a comment. Calls follow the shape of the dose curve; as a rule, active = well fitted curve in the direction sought with a large enough effect; inconclusive = small, poorly fitted or top-dose-only effect, or another doubt; inactive = no such curve, though single readings can be large; an effect the other way counts as inactive or inconclusive. Unless noted, % is scaled to controls: 0 for no effect and ±100 for the full control effect; potency is read from the fitted curve at half-maximal effect. The order is random. Share with any hit: about 0.57%.

SMILES | TDP1 block | N370S GC | FEN1 inh
CC(C)CCn1cnc2c1c(=O)n(CC(=O)NC(N)=O)c(=O)n2Cc1ccccc1 | 5.2% | 0.4% | -3.6%
O=C(Nc1c(C(=O)Nc2ccc(F)cc2)oc2ccccc12)c1ccccc1F | -1.3% | x | 2.2%
Cc1c(NC(=O)c2noc(C(C)C)c2[N+](=O)[O-])c(=O)n(-c2ccccc2)n1C | -1.3% | -3.1% | 19.8%
CCCOc1ccc(C(=O)NNC(=S)NC(=O)c2cc(-c3ccc(Cl)cc3)nc3ccccc23)cc1 | 13.1% | -15.8% | 4.8%
CCOc1ccc(OCC)c(NC(=O)C2C3C=CC(O3)C2C(=O)NCc2ccco2)c1 (configuration not stated) | 5.3% | 2.6% | -14.6%
CCOc1ccc(CC(=O)N/N=C/c2cccnc2)cc1 | 0.0% | -23.8% | -0.5%
O=C1NCC(COc2ccc([N+](=O)[O-])cc2)O1 (configuration not stated) | x | 3.8% | -13.7%
Cc1ccc(S(=O)(=O)N/N=C(\c2ccccc2)C2CC2)cc1 | 2.6% | -0.6% | 6.2%
COCCOC1CCN(C(=O)c2ccc(OC)c(OC3CCN(C(C)C)CC3)c2)CC1 | 0.5% | -1.3% | -2.0%
CCCOC(=O)CC1C(=O)NCCN1Cc1cc(OC)cc(OC)c1 (configuration not stated) | 2.5% | 10.2% | -7.6%
CC(=O)N(C)c1ccc(N=C2C(=O)Nc3ccccc32)cc1 | x | 1.5% | -11.6%
COc1ccc(N2C(=O)N(Cc3ccccc3F)c3ccccc3S2(=O)=O)cc1 | 7.2% | u | x
CC(CC(=O)Nc1ccc2c(c1)OCO2)c1ccccc1 (configuration not stated) | x | -0.3% | 2.0%
O=C1c2ccccc2[C@@H]2C[C@@H](O)[C@H](Nc3ccccc3)CCN12 | 1.4%[56.1 µM] | x | -11.8%
Cc1cc(C)c2[nH]c(=O)c(C(c3nnnn3Cc3ccc4c(c3)OCO4)N3CCCC3)cc2c1 (configuration not stated) | 8.4% | -6.1% | 4.2%
Cc1nc2sc(C(c3cccs3)N3CCN(c4cccc(Cl)c4)CC3)c(O)n2n1 (configuration not stated) | 10.4% | 13.7% | 0.3%
Cc1ccc(C(=O)Cn2nc(C)c([N+](=O)[O-])c2C)c(C)c1 | 4.8% | 6.6% | -3.2%
N#Cc1ccccc1 | 0.4%&4.2% | -0.4% | 16.3%
Cc1ccc(CNc2nc3ccc(C)cc3n3nnnc23)cc1 | -4.3%[12.3 µM] | x | -11.1%
CCOC(=O)c1ccccc1NC(=O)Cn1ncc2c([nH]c3ccccc32)c1=O | 9.9% | x | -4.2%
COc1ccc(S(=O)(=O)N(C)CC(=O)Nc2ccccc2SC)cc1Cl | -4.4% | 22.8% | -19.7%
Cc1cc2nn(-c3ccccc3)nc2cc1NC(=O)c1cccs1 | 5.3% | 2.3% | -3.7%
CCOC(=O)/C=C(C)\C=C\c1c[nH]c2ccccc12 | 5.6% | -1.9% | -16.0%
Cc1ccc(-n2c(O)c(/C=N/Nc3ccc(S(=O)(=O)N4CCOCC4)cc3[N+](=O)[O-])c3ccccc3c2=O)c(C)c1 | 11.3% | u | -7.6%
CCCCN(C(=O)c1ccc(S(=O)(=O)N2CCCC2)cc1)C1CCS(=O)(=O)C1 (configuration not stated) | x | 0.4% | 10.4%
CC1NC(=S)N(C2CCCCC2)C1=O (configuration not stated) | -5.9% | -15.6% | 1.5%
CCOc1ccc(CNC(=O)c2cc3ccccn3n2)cc1OC | 0.0% | x | 16.3%
Nc1ncnc2c1C(c1ccccc1)c1c(ccc3ccccc13)O2 (configuration not stated) | 4.5% | x | -14.4%
Cc1ccc(C(=O)NS(=O)(=O)c2ccccc2)cc1 | -3.6% | 1.1% | 32.9%[activator]
COCCSc1nnc(NC(=O)c2cc(OC)c(OC)cc2[N+](=O)[O-])s1 | -5.5% | 2.7% | 17.0%

Shown comma-delimited: part of the list above
canonical_smiles,TDP1 block,N370S GC,FEN1 inh
Cc1cc(C)c2[nH]c(=O)c(C(c3nnnn3Cc3ccc4c(c3)OCO4)N3CCCC3)cc2c1 (configuration not stated),8.4%,-6.1%,4.2%
Cc1nc2sc(C(c3cccs3)N3CCN(c4cccc(Cl)c4)CC3)c(O)n2n1 (configuration not stated),10.4%,13.7%,0.3%
Cc1ccc(C(=O)Cn2nc(C)c([N+](=O)[O-])c2C)c(C)c1,4.8%,6.6%,-3.2%
N#Cc1ccccc1,0.4%&4.2%,-0.4%,16.3%
Cc1ccc(CNc2nc3ccc(C)cc3n3nnnc23)cc1,-4.3%[12.3 µM],x,-11.1%
CCOC(=O)c1ccccc1NC(=O)Cn1ncc2c([nH]c3ccccc32)c1=O,9.9%,x,-4.2%
COc1ccc(S(=O)(=O)N(C)CC(=O)Nc2ccccc2SC)cc1Cl,-4.4%,22.8%,-19.7%
Cc1cc2nn(-c3ccccc3)nc2cc1NC(=O)c1cccs1,5.3%,2.3%,-3.7%
CCOC(=O)/C=C(C)\C=C\c1c[nH]c2ccccc12,5.6%,-1.9%,-16.0%
Cc1ccc(-n2c(O)c(/C=N/Nc3ccc(S(=O)(=O)N4CCOCC4)cc3[N+](=O)[O-])c3ccccc3c2=O)c(C)c1,11.3%,u,-7.6%
CCCCN(C(=O)c1ccc(S(=O)(=O)N2CCCC2)cc1)C1CCS(=O)(=O)C1 (configuration not stated),x,0.4%,10.4%
CC1NC(=S)N(C2CCCCC2)C1=O (configuration not stated),-5.9%,-15.6%,1.5%
CCOc1ccc(CNC(=O)c2cc3ccccn3n2)cc1OC,0.0%,x,16.3%
Nc1ncnc2c1C(c1ccccc1)c1c(ccc3ccccc13)O2 (configuration not stated),4.5%,x,-14.4%
Cc1ccc(C(=O)NS(=O)(=O)c2ccccc2)cc1,-3.6%,1.1%,32.9%[activator]
COCCSc1nnc(NC(=O)c2cc(OC)c(OC)cc2[N+](=O)[O-])s1,-5.5%,2.7%,17.0%

The listing continues:
SMILES | TDP1 block | N370S GC | FEN1 inh
Cc1nc2nc(SCC(=O)NCCc3ccc(Cl)cc3)nn2c(C)c1Cc1ccccc1 | 5.9% | x | -18.3%
CCOc1ncccc1C(=O)Nc1ccc(OC)c(S(=O)(=O)N2CCOCC2)c1 | -0.5% | -5.0% | -1.7%
COc1ccc2sc(C)nc2c1NC(C)=O | 3.1% | 0.6% | -1.4%
Cc1ccccc1SCC(=O)NCC(c1ccc(F)cc1)N1CCOCC1 (configuration not stated) | 1.6% | x | -9.5%
CCOc1ccccc1NC(=O)C(OC(=O)c1cnccn1)c1ccccc1 (configuration not stated) | x | 2.2% | -2.5%
O=C(NCCc1c[nH]c2ccccc12)c1ccccc1O | 14.8% | -7.9% | x
CCc1ccc(C(=O)COC(=O)CNC(=O)CNS(=O)(=O)c2ccccc2)cc1 | 0.8% | 0.2% | 1.1%
CC(C)(C)[C@@H]1COC(=O)[C@H](Cc2ccc(F)cc2)CC/C=C\C[C@@H](CC(=O)NCCO)C(=O)N1 | 2.2% | x | -14.4%
CCC(CC)c1nnc(NC(=O)COc2ccc3c(C)cc(=O)oc3c2)s1 | 3.8% | 4.4% | 6.5%
CCc1ccc(C2=NN(CCC(=O)NCc3cccs3)C(=O)CC2)cc1 | 2.6% | 2.2% | -11.9%

The closing 2 compounds of the section before lead into the next:
SMILES | TDP1 block | N370S GC | FEN1 inh
CCC(CC)c1nnc(NC(=O)COc2ccc3c(C)cc(=O)oc3c2)s1 | 3.8% | 4.4% | 6.5%
CCc1ccc(C2=NN(CCC(=O)NCc3cccs3)C(=O)CC2)cc1 | 2.6% | 2.2% | -11.9%
CC1(C)Cc2nc3oc4c(=O)n(CC(=O)Nc5ccccc5)cnc4c3cc2CO1 | 0.0% | 8.9% | 4.2%
CC(C)(C)NC(=O)COC(=O)/C=C/c1ccc(F)cc1 | 2.7% | 22.0% | 4.4%
CN(CC(=O)Nc1ccccc1C(F)(F)F)C(=O)Cn1c(=O)oc2ccccc21 | x | -4.7% | 1.1%
COc1ccc2[nH]c(-c3ccccc3)c(CCNC(C)=O)c2c1 | 9.8% | -7.5%&0.4% | x
O=c1c2sc3ccccc3c2n(Cc2ccc(F)cc2Cl)c(=O)n1Cc1ccccc1 | 0.9% | x | -5.4%
Cc1ccc(CNC(=O)C2CCN(S(=O)(=O)c3ccc(Br)s3)CC2)cc1 | 8.3% | -19.2% | -14.0%
CCOC(=O)c1c(C)c(C)n(Cc2ccc(OC)c(OC)c2)c1C | 6.3% | 15.7% | -12.5%
CCOc1ccccc1N1CCN(C(=O)NCc2ccc(Cl)cc2)CC1 | 7.9% | -14.8% | -4.7%
NC(=O)c1ccsc1NC(=O)CS(=O)(=O)c1ccc(F)cc1 | 7.8%[0.505 µM] | -5.3% | 2.0%
CC(=O)NC12CC3CC(C1)CC(C(=O)N(C)CC(=O)Nc1cccc(F)c1)(C3)C2 | 0.5% | x | 7.8%
Cc1cccc(N2CCN(CCNC(=O)c3cc4c(s3)CS(=O)(=O)C4)CC2)c1C | 5.3% | -12.3% | -0.3%
O=C(Nc1cccc([N+](=O)[O-])c1)c1ccc(CSc2ccccc2)cc1 | 4.1% | 4.6% | -2.3%
O=C(OCC(=O)N1CCc2ccccc21)[C@@H]1CC(O)CN1S(=O)(=O)c1ccccc1[N+](=O)[O-] (some centres not stated) | 0.2% | x | 6.7%
CN(C)c1ccc(/C=N/Nc2nc3ccccc3o2)cc1 | x | -8.8% | -4.9%
Cc1cccc2cc(C#N)c(N3CCOCC3)nc12 | x | 0.9% | 1.5%
COc1cc(C=C2C(=O)c3ccccc3C2=O)cc(OC)c1OC | -2.5% | -14.7% | 14.2%
Cc1ccc(S(=O)(=O)NCCC(=O)OCC(=O)Nc2cccc(Cl)c2)cc1 | 0.6% | x | -0.1%
COC(=O)c1sc(C(C)(C)C)cc1CS(=O)(=O)c1ccc(Cl)cc1 | -3.7% | 26.4% | -15.5%
CCc1ccc(NC(=O)N(C2CCCCC2)C(C)c2cccnc2)cc1 (configuration not stated) | -3.9% | 12.4% | -3.3%
CCOC(=O)C(C)n1cnc2c(cnn2-c2ccc(Cl)cc2)c1=O (configuration not stated) | 6.2% | 6.0% | -4.3%
Cc1ccccc1C(=O)N1CCC(C(=O)Oc2ccc(C#N)cc2)CC1 | 0.8% | -3.7% | 15.6%
CCOc1ccc(NC(=O)CCC(=O)Nc2nnc(CC)s2)cc1 | 2.0% | 0.1% | -16.1%
CC(=O)c1ccc(NS(=O)(=O)c2ccc(C(C)(C)C)cc2)cc1 | 0.0% | 13.1% | -17.3%
N/C(Cc1ccc([N+](=O)[O-])cc1)=N\OC(=O)c1ccc2ccccc2c1 | 7.9% | -1.6% | u
CCn1cc(CN2CCC(n3nccc3NC(=O)c3ccccc3C)CC2)cn1 | 4.7%[56.1 µM] | -5.8% | -3.1%
COc1ccc(/C=N/OC(=O)c2ccc(Cl)cc2)c(Cl)c1OC | 4.1% | -13.6% | -12.4%
O=C(c1cccnc1)N1CCN(S(=O)(=O)c2ccc3ccccc3c2)CC1 | 9.3% | 1.2% | -10.8%
CCOC(=O)Cn1c(S(=O)(=O)Cc2ccc(Cl)cc2)nc(-c2ccccc2)c1-c1ccccc1 | 2.9% | 16.4% | -12.1%
CCNC(=O)/C(C#N)=C/c1c(N2CCOCC2)nc2ccccn2c1=O | 2.7% | 1.9% | -3.6%
CCOc1cccc(C(=O)N/N=C/c2ccoc2)c1 | -20.1% | -2.1% | 18.6%
Cc1ccc(C(=O)NN2CCOCC2)cc1 | 2.1% | -6.7% | -2.9%
O=C(CSc1nnc(CNC(=O)c2ccc(F)cc2)o1)NCCc1ccccc1 | 1.6% | -24.3% | -0.2%
CCCNC(=O)NCc1ccc(N2CCCC2=O)cc1 | -1.0% | 0.8% | -0.7%
Cn1c(N)c(C(=O)COC(=O)Cc2cccc(C(F)(F)F)c2)c(=O)n(C)c1=O | -2.1% | x | 1.3%
COc1ccccc1N1CCN(/N=C\c2cccnc2)CC1 | x | -0.3% | -8.3%
COC(=O)c1ccc(NC(=O)N2CCN(Cc3cc(=O)n4nc(-c5ccc(C)cc5)sc4n3)CC2)cc1 | 2.7% | x | 4.6%

Source: PubChem BioAssay (National Center for Advancing Translational Sciences (NCATS))
